SKN-1 block: inhibitors of C. elegans SKN-1. C. elegans VP596 Pgst-4::GFP/RFP ratio, acrylamide-induced, 24 h. inhibition, % at 21.8 µM. hit rate 0.49% among 360,000. AID 624304;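 active = interference check ratio from 0.5 to 1.5 plus GFP to RFP signal ratio inhibition reaching or exceeding a fixed threshold, cut at about 30% in these data, passing the limit was not always enough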; also: some compounds called inactive have numbers as strong as hits
bovine MsrA act: activators of bovine methionine sulfoxide reductase A; purified bovine MsrA, absorbance read-out; activation, % at 10.6 µM; hit rate 0.3% among 360,000; in the data active = activation above about 7.5%;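 also: 0% = vehicle and 100% = reference activator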
FAS TE block: FAS thioesterase (human) inhibition | recombinant FAS-TE, OMFH fluorogenic substrate, fluorescence endpoint | inhibition, % at 15 µM | hit rate 0.67% among 360,000 | AID 602261;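 active = compounds whose normalised, plate-corrected inhibition of enzyme fluorescence in the single-dose primary screen is 50% or more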;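 also: 0% = DMSO with enzyme and 100% = substrate without enzyme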
Target sequence (P49327 whole entry, looked up): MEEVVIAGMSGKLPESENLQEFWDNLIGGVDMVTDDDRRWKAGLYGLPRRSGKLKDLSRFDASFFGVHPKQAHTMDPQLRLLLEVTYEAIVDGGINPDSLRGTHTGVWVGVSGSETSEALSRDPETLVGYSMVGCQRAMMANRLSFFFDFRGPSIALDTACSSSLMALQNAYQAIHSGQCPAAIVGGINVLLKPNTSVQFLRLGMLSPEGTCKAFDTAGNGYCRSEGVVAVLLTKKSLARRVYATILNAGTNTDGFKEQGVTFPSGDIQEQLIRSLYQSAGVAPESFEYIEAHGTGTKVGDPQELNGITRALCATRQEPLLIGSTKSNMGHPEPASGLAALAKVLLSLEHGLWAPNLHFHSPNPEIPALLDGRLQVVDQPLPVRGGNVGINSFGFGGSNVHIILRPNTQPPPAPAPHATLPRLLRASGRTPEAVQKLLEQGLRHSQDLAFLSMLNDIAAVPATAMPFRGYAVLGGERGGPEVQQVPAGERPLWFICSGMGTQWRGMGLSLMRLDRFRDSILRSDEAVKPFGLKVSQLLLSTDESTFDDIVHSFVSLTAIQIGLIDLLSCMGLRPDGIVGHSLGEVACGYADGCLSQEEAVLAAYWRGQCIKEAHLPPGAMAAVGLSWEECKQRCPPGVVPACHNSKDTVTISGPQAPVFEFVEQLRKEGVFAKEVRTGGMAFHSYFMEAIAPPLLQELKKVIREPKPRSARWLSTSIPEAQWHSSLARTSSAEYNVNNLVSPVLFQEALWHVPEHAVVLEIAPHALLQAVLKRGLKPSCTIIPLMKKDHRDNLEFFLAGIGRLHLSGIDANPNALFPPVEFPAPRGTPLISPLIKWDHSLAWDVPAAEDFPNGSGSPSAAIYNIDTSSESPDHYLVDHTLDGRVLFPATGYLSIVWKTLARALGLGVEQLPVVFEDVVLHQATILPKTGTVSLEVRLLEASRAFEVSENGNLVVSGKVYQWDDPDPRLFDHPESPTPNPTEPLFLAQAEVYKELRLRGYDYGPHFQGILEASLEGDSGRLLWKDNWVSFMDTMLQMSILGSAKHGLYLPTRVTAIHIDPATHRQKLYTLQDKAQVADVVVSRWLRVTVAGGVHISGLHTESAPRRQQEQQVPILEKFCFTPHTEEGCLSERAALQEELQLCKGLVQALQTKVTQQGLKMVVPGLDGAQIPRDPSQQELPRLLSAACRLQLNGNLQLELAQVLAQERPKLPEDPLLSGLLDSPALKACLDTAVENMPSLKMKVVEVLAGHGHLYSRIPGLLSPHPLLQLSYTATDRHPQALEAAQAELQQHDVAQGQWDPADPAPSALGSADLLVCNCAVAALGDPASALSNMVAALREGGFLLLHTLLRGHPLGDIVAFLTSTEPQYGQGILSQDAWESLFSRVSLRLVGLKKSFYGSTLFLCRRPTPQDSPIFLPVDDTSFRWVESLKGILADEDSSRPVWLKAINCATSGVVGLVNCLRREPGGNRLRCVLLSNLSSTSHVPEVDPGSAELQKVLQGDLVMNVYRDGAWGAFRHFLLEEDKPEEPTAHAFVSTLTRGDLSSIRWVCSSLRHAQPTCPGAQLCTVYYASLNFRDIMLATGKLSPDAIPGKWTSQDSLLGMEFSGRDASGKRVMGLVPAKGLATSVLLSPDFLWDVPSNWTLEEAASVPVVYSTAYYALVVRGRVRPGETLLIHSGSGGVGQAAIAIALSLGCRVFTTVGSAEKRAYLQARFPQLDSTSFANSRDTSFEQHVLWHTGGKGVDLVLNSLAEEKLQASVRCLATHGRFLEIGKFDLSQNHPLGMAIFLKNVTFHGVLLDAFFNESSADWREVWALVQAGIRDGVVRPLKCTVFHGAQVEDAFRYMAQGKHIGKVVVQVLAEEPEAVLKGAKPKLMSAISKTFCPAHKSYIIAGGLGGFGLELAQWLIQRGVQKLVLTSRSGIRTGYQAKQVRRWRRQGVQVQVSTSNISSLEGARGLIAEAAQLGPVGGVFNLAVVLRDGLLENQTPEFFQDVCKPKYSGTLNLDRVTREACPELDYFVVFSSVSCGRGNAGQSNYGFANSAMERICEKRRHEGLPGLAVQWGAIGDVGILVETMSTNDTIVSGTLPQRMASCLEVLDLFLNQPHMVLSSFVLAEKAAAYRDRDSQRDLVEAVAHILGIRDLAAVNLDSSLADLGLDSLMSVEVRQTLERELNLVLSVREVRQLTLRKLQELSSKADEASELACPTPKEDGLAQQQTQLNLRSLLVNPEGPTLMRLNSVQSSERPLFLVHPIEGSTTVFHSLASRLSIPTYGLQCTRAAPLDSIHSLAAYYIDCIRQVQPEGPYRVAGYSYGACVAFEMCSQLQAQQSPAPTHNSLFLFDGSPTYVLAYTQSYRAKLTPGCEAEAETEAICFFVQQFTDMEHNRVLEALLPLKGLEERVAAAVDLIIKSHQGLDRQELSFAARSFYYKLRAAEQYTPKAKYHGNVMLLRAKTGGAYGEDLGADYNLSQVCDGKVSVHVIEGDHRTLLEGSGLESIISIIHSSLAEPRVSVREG
eLon inh: inhibitors of E. coli Lon protease; inhibition, % at 7.94 µM; P0A9M0; hit rate 0.42% among 360,000; purified E. coli Lon protease, fluorescence polarization; in the data active = inhibition above about 13%, passing the limit was not always enough;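 also: 0% = enzyme with probe and DMSO and 100% = no enzyme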
CendR NRP1 mod: modulators of CendR peptide binding to human neuropilin-1; FAM-RPARPAR peptide binding to NRP-1, fluorescence polarization; hit rate 0.85% among 360,000; O14786; inhibition, % at 25 µM; AID 602438;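 active = inhibition or corrected inhibition above about 18%, plus a signal ratio from 0.5 to 1.5, limit read from the data, passing the limit was not always enough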; also: strong numbers were not always called active
MLLE-PAM2 inh: blocks PAM2 peptide binding to the PABP1 MLLE domain; GST-MLLE / FITC-PAM2 fluorescence polarization; inhibition, % at 20 µM; AID 588489; hit rate 0.36% among 360,000; in the data active = inhibition above about 35%, passing the limit was not always enough;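 also: plate controls were DMSO wells with GST-MLLE for no effect and wells lacking GST-MLLE protein for full effect; some results filed as inactive read as strong as hits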
Neddyl block: inhibitors of human cullin neddylation; TR-FRET cullin neddylation, biochemical; hit rate 0.58% among 360,000; AID 651699; P61081+Q13564; calls only at 25 µM; in the data active = inhibition above about 36%
Rin1-Abl PPI inh: human Rin1-Abl interaction inhibition. hit rate 0.4% among 360,000. TR-FRET Rin1/Abl binding, biochemical. AID 588664. inhibition, % at 7.35 µM. P00519+Q13671; in the data active = inhibition above about 5%, passing the limit was not always enough
MT1-MMP act inh: inhibitors of human MT1-MMP activation; HT1080 RFP-PRO-GFP cells, GFP/RFP ratio fluorescence, overnight; percent of plate control window, DMSO zero; AID 651647; P50281; GFP/RFP ratio change, % at 20 µM; hit rate 0.061% among 360,000;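 active = GFP/RFP ratio change of at least 30% with cell ATP level not reduced by more than half and red fluorescence within 50% of control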; also: strong numbers were not always called active
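Assay system: HT1080 cells carrying an RFP-PRO-GFP reporter | Dosing: Single dose of 20 µM compound, 1% DMSO final | Incubation: Cells overnight before dosing, compound overnight, 37 °C, 5% CO2 | Evaluation: GFP/RFP fluorescence ratio | Control set: DMSO and RFP-L50D-GFP cell wells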
* hit, by the source's call; i = inactive; · = not tested or not shown; + = active, no number.

#	molecule	SKN-1 block	bovine MsrA act	FAS TE block	eLon inh	CendR NRP1 mod	MLLE-PAM2 inh	Neddyl block	Rin1-Abl PPI inh	MT1-MMP act inh
1	COc1cccc(N2CCN(c3ncccn3)CC2)c1	17	0	-4	2	-2	15	i	0	-2
2	Cc1ccc(C(=O)NCC(=O)N(C)Cc2ccccc2C)s1	-10	-8	-6	-11	9	0	i	-1	-2
3	O=Cc1ccc(Oc2cc(-c3ccccc3)nc(-c3ccccc3)n2)cc1	11	-2	29	8	9	7	i	-4	-4
4	CCCCC(=O)Nc1ccc(N2CCN(C(=O)CC)CC2)cc1	2	-3	-6	8	-4	0	i	-3	1
5	CCOC(=O)c1[nH]c(C)c(C(=O)NC2CCCC2)c1C	1	-1	-3	2	3	13	i	-2	-1
6	Cc1ccc(C(=O)Nc2cccc(NC(=O)CN3CCCCC3)c2)cc1	8	-2	-1	-7	5	-3	i	-1	-3
7	CCOc1cc2[nH]c(=O)n(CCCC(=O)N(C)Cc3ccccc3)c(=O)c2cc1OCC	-3	-2	1	3	-4	-19	i	1	-5
8	Cc1ccc(CNC(=O)COC(=O)C2CCC2)cc1	-1	2	-4	1	5	-1	i	0	1
9	COc1cccc(NS(=O)(=O)c2cc(C)ccc2OC)c1	27	-4	3	-11	0	-2	i	0	0
10	COc1ccc(/C=C2\CCn3c2nc2cc(C(=O)O)ccc2c3=O)cc1	7	-4	-4	-3	-13	-3	i	-4	2
11	CCNS(=O)(=O)c1c(C)cc(N2CCCC2=O)cc1C	11	-2	-1	0	-6	-1	i	-6	-1
12	COc1ccc(/C(C)=N/NC(=O)CN(c2ccc(OC)cc2)S(=O)(=O)c2ccccc2)cc1	-5	-1	-4	6	4	1	i	2	4

The last 7 compounds of the section before are carried over, then new ones follow:
#	molecule	SKN-1 block	bovine MsrA act	FAS TE block	eLon inh	CendR NRP1 mod	MLLE-PAM2 inh	Neddyl block	Rin1-Abl PPI inh	MT1-MMP act inh
6	Cc1ccc(C(=O)Nc2cccc(NC(=O)CN3CCCCC3)c2)cc1	8	-2	-1	-7	5	-3	i	-1	-3
7	CCOc1cc2[nH]c(=O)n(CCCC(=O)N(C)Cc3ccccc3)c(=O)c2cc1OCC	-3	-2	1	3	-4	-19	i	1	-5
8	Cc1ccc(CNC(=O)COC(=O)C2CCC2)cc1	-1	2	-4	1	5	-1	i	0	1
9	COc1cccc(NS(=O)(=O)c2cc(C)ccc2OC)c1	27	-4	3	-11	0	-2	i	0	0
10	COc1ccc(/C=C2\CCn3c2nc2cc(C(=O)O)ccc2c3=O)cc1	7	-4	-4	-3	-13	-3	i	-4	2
11	CCNS(=O)(=O)c1c(C)cc(N2CCCC2=O)cc1C	11	-2	-1	0	-6	-1	i	-6	-1
12	COc1ccc(/C(C)=N/NC(=O)CN(c2ccc(OC)cc2)S(=O)(=O)c2ccccc2)cc1	-5	-1	-4	6	4	1	i	2	4
13	COc1ccc(OC)c(NC(=O)CCNS(=O)(=O)c2ccc3c(c2)oc(=O)n3C)c1	8	-7	-12	-5	-1	8	i	-3	-3
14	Cc1nc2ccccc2n(CC(=O)Nc2cc(Cl)cc(Cl)c2)c1=O	14	-5	3	1	-4	-37	i	-3	-7
15	O=C(COC(=O)C1(c2ccccc2F)CCCC1)N1CCNC1=O	7	-2	-9	-3	7	-15	i	2	0
16	CC(C)=NNc1nc(-c2ccc(N3C(=O)CCC3=O)cc2)cs1	12	0	-4	-14	-21	25	i	3	2
17	COc1ccc(CN2C[C@@H](CO)O[C@@H](n3cnc4c(NC5CC5)ncnc43)C2)cc1	21	0	-2	-10	3	-2	i	6	6
18	Cc1nc2nc(N)nn2c(C)c1C/C=C/c1ccccc1	-1	-1	0	3	-15	5	i	-3	3
19	COCOCCn1cc(CN2CCS(=O)(=O)N(Cc3ccc(-c4ccc(C)cc4)cc3)C(CC(C)C)C2=O)nn1 (configuration not stated)	0	-6	-2	7	-20	-6	i	2	2
20	CCC(C)OC(=O)C1=C(C)NC(=O)CC1c1ccccc1OC (configuration not stated)	-20	-6	-3	-12	-37	0	i	0	-1
21	CC(C)(C)n1nnnc1CN1CCN2CCCC2C1 (configuration not stated)	16	-1	-10	-6	-3	-2	i	1	0
22	COc1cccc(CNC(=O)C2CCN(S(=O)(=O)c3cccc4nonc34)CC2)c1	10	-11	0	16	-7	-2	i	3	·
23	O=C(NCc1ccc(Cl)cc1)C1CCN(C(=O)c2ccc(Cl)cc2)CC1	10	-6	12	0	0	3	i	-2	3
24	O=C(c1cccc2ccccc12)N1CCC(N2CCN(c3ccccc3)CC2)CC1	3	-13	-11	-1	-3	14	i	3	3

Ordered by molar mass (falling): part of the list above.
#	molecule	SKN-1 block	bovine MsrA act	FAS TE block	eLon inh	CendR NRP1 mod	MLLE-PAM2 inh	Neddyl block	Rin1-Abl PPI inh	MT1-MMP act inh
23	O=C(NCc1ccc(Cl)cc1)C1CCN(C(=O)c2ccc(Cl)cc2)CC1	10	-6	12	0	0	3	i	-2	3
14	Cc1nc2ccccc2n(CC(=O)Nc2cc(Cl)cc(Cl)c2)c1=O	14	-5	3	1	-4	-37	i	-3	-7
20	CCC(C)OC(=O)C1=C(C)NC(=O)CC1c1ccccc1OC (configuration not stated)	-20	-6	-3	-12	-37	0	i	0	-1

The list continues.
#	molecule	SKN-1 block	bovine MsrA act	FAS TE block	eLon inh	CendR NRP1 mod	MLLE-PAM2 inh	Neddyl block	Rin1-Abl PPI inh	MT1-MMP act inh
25	O=C(NCc1cc(C(F)(F)F)cc(C(F)(F)F)c1)C1CC(c2c(Cl)cccc2Cl)=NO1 (configuration not stated)	14	-2	17	8	-2	-22	i	2	-10
26	Cc1cccc2c(=O)c(-c3ccc4c(c3)OCO4)c(NC(=O)c3ccco3)oc12	-12	0	-3	12	6	0	i	0	-1
27	O=C(CN1C(=O)c2cccc3cccc1c23)NCc1ccncc1	14	-5	-7	7	3	4	i	-5	6
28	CC(=O)c1ccc(NC(=O)CSc2nc3nc(C)cc(C)n3n2)cc1	-6	0	-5	-4	3	-27	i	4	-1
29	CC(C)CCNC(=O)c1ccccc1NC(=O)C1=CSCCO1	7	1	3	2	12	12	i	-1	1
30	Cc1ccc(S(=O)(=O)n2ccc(-c3ccc(OCc4c(F)cccc4Cl)cc3)n2)cc1	-9	-1	36	-3	1	6	i	2	-3
31	Cn1cc(CNC(=O)c2sc3cccc(Cl)c3c2Cl)cn1	-12	-4	4	2	-1	5	i	-1	-3
32	Cc1ccccc1-c1nnc(NC(=O)c2ccc(N3C(=O)CCC3=O)cc2)s1	-14	-2	0	-2	-2	-9	i	1	-1
33	CCC(C)(C)NC(=O)CN(C(=O)c1snc(C(N)=O)c1N)c1ccc(OC)c(OC)c1	12	0	-2	6	-9	-1	i	1	4
34	Cc1c(NC(=O)c2coc(=O)c(Br)c2)c(=O)n(-c2ccccc2)n1C	0	-3	-6	-3	1	-10	i	0	4
35	Cc1nc(N2C(=O)C(=O)/C(=C(/O)c3ccccc3)C2c2ccco2)sc1C (configuration not stated)	13	-2	-4	-9	-6	20	i	-2	7
36	COc1ccc(S(=O)(=O)N2CCN(Cc3ccccc3[N+](=O)[O-])CC2)cc1	-9	-3	23	1	12	-2	i	-1	0

#	molecule	SKN-1 block	bovine MsrA act	FAS TE block	eLon inh	CendR NRP1 mod	MLLE-PAM2 inh	Neddyl block	Rin1-Abl PPI inh	MT1-MMP act inh
37	CC(C)(C)C(=O)N1CCCC1C(=O)O (configuration not stated)	-19	-2	-4	-2	-1	2	i	-2	0
38	Cc1ccc(C(C)(C)C)c(OCCOCCN2CCCC2)c1	8	-4	-2	8	5	1	i	1	2
39	CCc1ccc2nc(N3CCN(C)CC3)c(C#N)cc2c1	2	-2	-2	-3	3	-7	+	3	-2
40	O=C(Nc1nn[nH]n1)c1cccc([N+](=O)[O-])c1	-1	-3	-1	9	-1	-11	i	-3	-5
41	C/C(=N/NC(=O)c1sc(NS(=O)(=O)c2ccc(C)cc2)nc1C)c1sc(N)nc1C	1	-7	-4	9	-4	2	i	3	0
42	Cc1cc(NC(=O)c2noc3c2CCCCC3)no1	12	0	-7	-4	-8	2	i	2	-3
43	O=C1NC[C@H](c2ccccc2)N(CC2CCCCC2)C1=O	-15	-7	-9	-3	4	-7	i	4	0
44	O=C(Nc1cccnc1)C1CC(c2ccc(Cl)c(Cl)c2)=NO1 (configuration not stated)	-2	-9	7	-8	2	-10	i	-1	5
45	CC(C)c1ccc(-c2csc(NC(=O)c3cccs3)c2C(=O)O)cc1	8	-5	7	-3	-30	17	i	1	-5
46	COc1ccc(CCNC(=O)c2ccccc2NC(=O)CN2CCN(c3ccccc3O)CC2)cc1	-10	-1	14	-2	-12	2	i	2	-1
47	Cc1cccc(N2CCN(C(=O)C3CCN(S(=O)(=O)c4cccc5cccnc45)CC3)CC2C)c1 (configuration not stated)	11	-3	8	-3	-1	-10	i	-2	3
48	Cc1ccc(-c2csc(N=C(N)N)n2)c(C)c1	1	-2	-1	-7	-3	18	i	4	-1

Grouped by structure: the entries above with an NH in an aromatic ring.
#	molecule	SKN-1 block	bovine MsrA act	FAS TE block	eLon inh	CendR NRP1 mod	MLLE-PAM2 inh	Neddyl block	Rin1-Abl PPI inh	MT1-MMP act inh
5	CCOC(=O)c1[nH]c(C)c(C(=O)NC2CCCC2)c1C	1	-1	-3	2	3	13	i	-2	-1
7	CCOc1cc2[nH]c(=O)n(CCCC(=O)N(C)Cc3ccccc3)c(=O)c2cc1OCC	-3	-2	1	3	-4	-19	i	1	-5
40	O=C(Nc1nn[nH]n1)c1cccc([N+](=O)[O-])c1	-1	-3	-1	9	-1	-11	i	-3	-5

Later entries.
#	molecule	SKN-1 block	bovine MsrA act	FAS TE block	eLon inh	CendR NRP1 mod	MLLE-PAM2 inh	Neddyl block	Rin1-Abl PPI inh	MT1-MMP act inh
49	CCOC(=O)c1cnc(SCC(=O)Nc2ccccc2C(=O)OC)nc1N	8	-1	6	-9	9	-5	i	3	-1
50	CCc1cc(C(=O)N2CCN(C(=O)c3ccccc3)CC2)sc1C	-3	-2	-4	-2	-1	-4	i	-3	-1
51	COc1ccc(C(=O)N2CCN(c3ccc(N4CCOCC4)nn3)CC2)cc1OC	17	-4	-6	-5	10	-7	·	1	1
52	O=C(c1ccc(Cl)cc1)c1oc2ccccc2c1CS(=O)(=O)c1ccccc1	4	0	27	10	-1	5	i	1	-7
53	O=C(C1CC1)N1CCN(c2ccc(F)cc2)CC1	2	-1	-9	-10	9	10	i	3	1

Screens deposited in PubChem BioAssay by several laboratories.

The order is random; any-hit rate near 4%.
